OX1R antag-1 – antagonists of human orexin 1 receptor (OX1R). Orexin/Hypocretin receptor type 1 (Homo sapiens), O43613. OX1R-expressing cells, FRET antagonist read-out. inhibition, % at 6.6 µM. 1.8% of 330,000 active. AID 485270, 2010; in the data active = inhibition mostly above about 38%, no sharp cut-off; inactive = mostly below about 40%;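 also: 0% = agonist challenge alone and 100% = reference antagonist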
Target sequence (O43613 whole entry, looked up): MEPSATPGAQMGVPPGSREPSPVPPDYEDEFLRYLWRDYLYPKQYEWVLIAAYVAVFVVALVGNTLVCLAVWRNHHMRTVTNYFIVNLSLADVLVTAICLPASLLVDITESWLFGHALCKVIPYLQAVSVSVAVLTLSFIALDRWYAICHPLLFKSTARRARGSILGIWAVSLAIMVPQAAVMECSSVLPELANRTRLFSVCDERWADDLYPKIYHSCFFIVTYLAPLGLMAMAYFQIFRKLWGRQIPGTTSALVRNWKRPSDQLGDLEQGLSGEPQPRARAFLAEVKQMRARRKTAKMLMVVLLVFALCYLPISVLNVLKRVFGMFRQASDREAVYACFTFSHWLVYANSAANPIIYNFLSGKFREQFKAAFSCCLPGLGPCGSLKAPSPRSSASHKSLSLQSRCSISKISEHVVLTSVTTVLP
OX1R antag-2 – OX1R (HCRTR1) antagonists, primary screen, fluorescence, CHO/OX1R cells, Fluo-8 calcium, orexin A; Orexin/Hypocretin receptor type 1 (Homo sapiens), O43613; Fluo-8 calcium fluorescence; inhibition, % at 5 µM; 0.43% of 330,000 active; AID 434989, 2010;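 active = inhibition above its plate's threshold, mean inhibition of all tested compounds on the plate plus 3 SD, cut at about 37% in these data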;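 also: 0% = orexin A challenge wells and 100% = SB-334867-A antagonist wells; not every result past the cut was called active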
* hit, by the source's call.

OX1R antag-1	OX1R antag-2	Molecule
8	-3	COc1ccccc1N1C(=O)CC(N2CCN(c3ccc(Cl)cc3)CC2)C1=O (centres undefined)
5	-1	O=C(CCN1CCCC1=O)NC1CCCc2c1cnn2-c1ccccc1F (centres undefined)
8	-12	Cc1cc(NCCc2ccc(Cl)cc2)n2ncnc2n1
22	26	COc1ccc(CC(=O)Nc2cc(S(=O)(=O)Nc3ccc(OC)cc3)ccc2OC)cc1
4	-4	CC(C)(C)c1nnc(NC(=O)c2cccnc2)s1
4	-7	N#CC1=C(N)OC2=C(C(=O)CCC2)C1Cc1ccccc1 (centres undefined)
29	-23	CNC(=O)/C(C#N)=C/c1ccc(-c2ccc(Cl)cc2)o1
12	-29	CCOC(=O)CC(=O)NC(CC(=O)OC)c1ccc(Br)cc1 (centres undefined)
20	-40	CCOC(=O)C(C)n1nc(-c2ccccc2)c2ccccc2c1=O (centres undefined)
7	-25	CSc1ccccc1NC(=O)Cn1c(-c2cscn2)nc2ccccc21
24	2	O=C(N/C(=C\c1ccc([N+](=O)[O-])cc1)C(=O)N1CCOCC1)c1ccco1
5	-6	Cc1ccc(OCCNC(=O)C(=O)NCc2ccco2)cc1
34	-12	CC(C)c1csc2nc3n(c(=O)c12)CCCCC3
7	-13	COc1cc(CNc2nnnn2C)cc(OC)c1OC
3	-31	Cc1nc(-c2nc(-c3c(C(=O)NNC(=O)Nc4ccccc4)noc3C)cs2)cs1
16	-30	CC(C)C(=O)N1CCN(c2nc(-c3ccccc3)c3c(c2C#N)CCCC3)CC1
23	-5	CC(C)(C)C(=O)Nc1ccccc1-c1nc2ccccc2[nH]c1=O
6	-13	CC(=O)O/N=C/c1c(N2CCOCC2)n(C)c2ccccc12
32	-6	CCCN(CC(=O)Nc1ccccc1OC)C(=O)c1cccc(S(=O)(=O)Nc2ccc(OC)cc2)c1
35	-35	COCCN(C(=O)COC(=O)/C=C/c1nc2ccccc2s1)c1c(N)n(Cc2ccccc2)c(=O)[nH]c1=O

OX1R antag-1	OX1R antag-2	Molecule
10	-16	CN1CCC(N(C)S(=O)(=O)c2ccc(F)cc2F)CC1
55	-11	C/C=C/C=C\C(=O)Nc1cccc(C2=NOC3(C2)C[C@@H](C(N)=O)N(C(=O)c2cc([N+](=O)[O-])cc([N+](=O)[O-])c2)C3)c1 (some centres undefined)
17	-7	CCOC(=O)c1c(O)c(Cl)c(C)[nH]c1=O
48	-3	Cc1cc(Br)ccc1OCC(=O)NNC(=O)c1ccc(NC(=O)C2CC2)cc1
10	-32	O=C(NCC1CCCO1)C1CCCN(Cc2cnn(-c3ccccc3)c2-n2cccc2)C1 (centres undefined)
6	-5	CC(C)N(Cc1ccccc1)C(=S)Nc1ccc(OC(F)F)cc1
0	5	COc1ccc(N2CCN(C(=O)CN3C(=O)NC(C)(C4CC4)C3=O)CC2)cc1 (centres undefined)
10	-8	Cc1ccc(NC(=O)COC(=O)c2nn(-c3ccc(Cl)cc3)cc2O)cc1
14	3	Cc1cnc(NC(=O)c2ccccn2)s1
28	-24	COc1ccc(Nc2nc(Cl)c(C=O)s2)cc1
17	-5	CCC1Oc2ccc(C)cc2N(CC(=O)N2CCOCC2)C1=O (centres undefined)
-13	69*	CCOc1cc(CNCc2ccccc2)ccc1OCc1ccc(Cl)cc1
14	-12	COc1ccc(-n2c3c(cc(C(=O)NCC(=O)c4ccccc4)c2=O)C(=O)CC(C)(C)C3)cc1
11	-5	O=C(c1ccc(COCC(F)(F)F)o1)N1CCCC1
5	-39	COc1ccc(CCNC(=O)c2nnn(-c3ccccc3OC)c2N)cc1OC
10	-17	CCC(=O)NC(Nc1sc2c(c1C(=O)OC)CCN(C)C2)(C(F)(F)F)C(F)(F)F
25	-20	COc1ccccc1NC(=O)c1ccc(CSc2ncccn2)cc1
11	-8	Cc1cc(N)n2ncc(-c3ccc(F)cc3)c2n1
5	-17	O=C(NCc1ccccc1)C1(c2cccc(F)c2)CCCC1
10	-13	O=[N+]([O-])c1ccc(COc2cccc(CNc3ccc(Br)cc3)c2)cc1

Whole records, quoted from the list.
CC(C)N(Cc1ccccc1)C(=S)Nc1ccc(OC(F)F)cc1 is listed with OX1R antag-1: 6; OX1R antag-2: -5
Cc1cc(N)n2ncc(-c3ccc(F)cc3)c2n1 is listed with OX1R antag-1: 11; OX1R antag-2: -8

Back to the main list with the five entries that preceded the break.
OX1R antag-1	OX1R antag-2	Molecule
10	-17	CCC(=O)NC(Nc1sc2c(c1C(=O)OC)CCN(C)C2)(C(F)(F)F)C(F)(F)F
25	-20	COc1ccccc1NC(=O)c1ccc(CSc2ncccn2)cc1
11	-8	Cc1cc(N)n2ncc(-c3ccc(F)cc3)c2n1
5	-17	O=C(NCc1ccccc1)C1(c2cccc(F)c2)CCCC1
10	-13	O=[N+]([O-])c1ccc(COc2cccc(CNc3ccc(Br)cc3)c2)cc1
10	-12	CCOc1ccc(NC(=O)C(=O)N/N=C\c2ccc(CNS(=O)(=O)c3ccccc3)o2)cc1
14	-10	COc1ccccc1NC(=O)CSc1nnc(Cc2cc(=O)[nH]c(=O)[nH]2)n1-c1ccccc1
12	-9	Cc1nc(C)c(-c2csc(NCc3ccco3)n2)s1
7	0	CCn1c(=S)sc2c(=O)n(CC(=O)Nc3ccc(OC)cc3)c(C)nc21
5	-22	CCC(C)NC(=O)c1ccc2c(Cl)c3c(nc2c1)CCC3 (centres undefined)
16	13	Cc1ccc(-n2c(Cn3nc(C(F)F)cc3C(F)F)n[nH]c2=S)cc1
16	-49	COC(=O)c1cccc(COC(=O)c2ccc(N(C)C)cc2)c1
22	-22	C=CCn1cc(CN2CCC(C(=O)Nc3ccc(Oc4cccnc4)cc3)CC2)c(C)n1
6	-10	O=C(Cn1[nH]c(=O)c2ccccc2c1=O)OCC(=O)c1ccc(F)cc1
13	-26	Cc1ccc(SCC(=O)Nc2ccccc2C(=O)O)cc1
12	-21	COC(=O)c1ccc(-c2sc3nc(N4CCOCC4)c4c(c3c2N)CC(C)(C)OC4)o1
-2	7	CC(=O)c1ccc(OC(=O)CCNC(=O)c2ccccc2)cc1
27	-17	CN(C(=O)c1ccccc1Cl)c1ccccc1C(=O)NCCc1ccccc1
-18	-37	Cc1cc(C)n(-c2nc(NCCCO)c3c4c(sc3n2)CCCC4)n1
57*	-24	COc1ccc(Br)cc1CNC(=O)c1ccc2c(c1)N(C)CCS2
7	-23	CCc1ccc(C(=O)CN2C(=O)NC(C)(CCc3ccccc3)C2=O)cc1 (centres undefined)
7	-29	CCCCn1c(N)c(N(CC(C)C)C(=O)CCCc2cccs2)c(=O)[nH]c1=O
10	-31	CC(C)OC(=O)c1c(NC(=O)c2ccco2)sc2c1CCCCC2
15	-28	CCOC(=O)c1ccc(COc2nc3ccccc3nc2-c2ccccc2NC(C)=O)o1
23	2	CCNC(=O)COc1ccc(-c2ccccc2)cc1

OX1R antag-1	OX1R antag-2	Molecule
59	49*	Cc1ccc(NC(=O)COc2ccc(-n3ccnc3)cc2)cc1Cl
13	-6	O=C1CC[C@H](N2C(=O)c3ccccc3C2=O)C(=O)N1
-10	-26	COc1ccc(OC)c(N2C(N)=NC(N)=NC23CCCC3)c1
32	-10	COc1ccc2nc(SCC(=O)Nc3nonc3C)[nH]c2c1
28	-21	COC(=O)C1C(O)=C(C(C)=Nc2cccc3ccccc23)C(=O)CC1(C)C (centres undefined)
11	-14	COc1ccc(OC)c(C(=O)c2coc3ccc(OCC(=O)O)cc23)c1
21	-5	CCCOc1ccc(-c2nnc(N)s2)cc1
17	-22	CCN(CC)c1c2c(c(C#N)c3nc4ccccc4n13)CCC2
-7	-17	Cc1ccc(Nc2nc(N)nc(CSCCO)n2)cc1
-3	-31	COc1ccc(CN2C(=O)c3ccccc3C2C(=O)NC2CCC(C)CC2)c(OC)c1 (centres undefined)
10	-11	CC(C(=O)N(C)C1CCS(=O)(=O)C1)N1C(=O)/C(=C/c2ccco2)SC1=S (centres undefined)
44	5	C/C(=N\NC(=O)c1csc2ccccc12)c1ccc(O)cc1
3	-8	COCCN(CC(=O)Nc1cccc(C)c1C)C(=O)Cn1c(=O)cnc2ccccc21
5	-45	COc1cccc(CNC(=O)CCC2CCCN(Cc3cc4ccccc4o3)C2)c1 (centres undefined)
6	12	Cc1ccc(C(=O)NC2CCCc3c2cnn3-c2ccc(F)cc2F)cn1 (centres undefined)
23	-11	N#Cc1cnn2c3c(cnc12)C(=O)N1CCc2ccccc2C1C3 (centres undefined)
-8	-20	Fc1ccccc1N1CCN(CC2CCCCC2)CC1
22	-1	CCOC(=O)C1CCCN(C(=O)CCn2nc(-c3ccccc3)ccc2=O)C1 (centres undefined)
2	-15	Cc1[nH]c(=S)c(C#N)c(C)c1Cc1ccc(Cl)cc1Cl
7	-21	CCCCNC(=O)C1CC(c2c(Cl)cccc2Cl)=NO1 (centres undefined)

OX1R antag-1	OX1R antag-2	Molecule
-5	-1	Cc1cc(SC(C)C(=O)O)nc2ccccc12 (centres undefined)
37	-20	COc1ccc(CNC(=O)CN(C(=O)Cn2nnc(-c3ccccc3F)n2)c2ccc(C)cc2)cc1
10	-12	Cn1c(=O)[nH]c(=O)c2c1nc(CN1CCOCC1)n2Cc1ccccc1
4	1	Cn1c(SCC(=O)N2CCCCCC2)nnc1-c1ccco1
36	-6	O=C(Nc1cccc2ccccc12)c1ccc([N+](=O)[O-])cc1
12	-23	O=C(Cn1c(NCCCO)nc2ccccc21)c1ccc(Cl)cc1
3	-31	COc1ccc(CCNCC(C)c2ccccc2)cc1 (centres undefined)
24	-20	C/C=N/NC(=O)CCCC(=O)N/N=C/C
14	4	O=C(NCc1cccnc1)NC(=O)c1ccc(Cl)cc1
-3	-5	O=C(CCC(=O)NC1CCCCC1)NCc1ccc(F)cc1
26	-18	CCOC(=O)Cc1csc(NC(=O)CSc2ccc(Br)cc2)n1
10	8	COc1ccc(OC)c(S(=O)(=O)Nc2c(C)n(C)n(-c3ccccc3)c2=O)c1
10	-11	CC1(C)Cc2c(c(N3CCOCC3)nc3sc4c(NCc5ccccc5)nnnc4c23)CS1
10	-42	CCCN(CCC)CCNC(=O)CS(=O)Cc1nc(-c2ccc(C)cc2)oc1C (centres undefined)
4	-50	CC(CCc1ccco1)NC(=O)c1cccc2c1C(=O)N(C1CCCCC1)C2 (centres undefined)
9	-8	O=C(CCN1C(=O)c2ccncc2C1=O)Nc1cc(F)ccc1F
22	-31	CCCc1nc2ccccc2c(NC(=O)CN(CC)CC)c1CC
-74	-15	CN(C)S(=O)(=O)c1ccc(Cl)c(NC(=O)CN2C(=O)NC(C)(C3CC3)C2=O)c1 (centres undefined)
22	-16	O=C(Nc1cccc(-n2cnnn2)c1)c1cc2ccccc2o1
5	-16	COc1ccc(N2C(=O)C3CCCN3C2c2ccccc2Cl)cc1 (centres undefined)

Filtered by structure, those above containing a tert-butyl group (two)
OX1R antag-1	OX1R antag-2	Molecule
4	-4	CC(C)(C)c1nnc(NC(=O)c2cccnc2)s1
23	-5	CC(C)(C)C(=O)Nc1ccccc1-c1nc2ccccc2[nH]c1=O

(continued)
OX1R antag-1	OX1R antag-2	Molecule
5	-22	CC(NC(=S)NCc1ccccc1)C12CC3CC(CC(C3)C1)C2 (centres undefined)
5	-14	Cc1ccc(NC(=O)CN2C(=O)N/C(=C/c3ccc4c(c3)OCCO4)C2=O)cc1
5	-5	Cc1ccc(N=C2C(=O)Nc3ccccc32)c(C)c1
13	-7	CC(=O)CN1Cc2ccccc2/C1=N\C(=O)Nc1ccccc1
23	-38	COc1ccc(-c2cc([C@H]3[C@@H]4C=CCC[C@@]4(C)C(=O)N3Cc3ccccc3)ccc2F)cc1
85*	33	Cc1cc(C)n2nc(-c3cccc(Br)c3)cc2n1
15	-22	CCOC(=O)N1CCC(=NNc2ccnc3cc(Cl)ccc23)CC1
4	-10	COC(=O)C1CCN(C(=O)COc2ccc(S(=O)(=O)N3CCOCC3)cc2Cl)CC1
8	-6	O=C(/C=C/c1c(Cl)cccc1Cl)NCc1ccco1
29	-18	COc1ccc(C(=O)COC(=O)c2cc(=O)[nH]c3ccccc23)c(OC)c1
10	-2	O=C(Nc1cccc(OC(=O)c2cccnc2)c1)c1cccnc1
8	-14	CCn1cc(C(=O)O)c(=O)c2cc(F)c(N3CCN(C(=S)NC(=O)c4cccc(F)c4)CC3)cc21
10	-4	N#C/C(=C\c1ccc(Cl)cc1)C(=O)Nc1cccnc1
10	-6	CC1=C(C(=O)OCc2ccc3c(c2)OCO3)C(c2ccc(O)c([N+](=O)[O-])c2)NC(=O)N1 (centres undefined)
15	3	O=NN(CCCl)C(=O)NCCCl
26	-10	CN(C)C1(CNC(=S)Nc2ccccc2C(F)(F)F)CCCCC1
9	5	CCN(CC(=O)NC1CCS(=O)(=O)C1)S(=O)(=O)c1ccccc1 (centres undefined)
4	3	CC(C)n1nnnc1SCC(=O)Nc1ccccc1F
10	-3	CC(=O)c1c(C)[nH]c(C(=O)OCC(=O)N(C)c2c(N)n(Cc3ccccc3)c(=O)[nH]c2=O)c1C
9	-25	O=C(CSc1nc(=O)n(CCCN2CCOCC2)c2c1CCC2)Nc1ccc(F)cc1F

Single entries from the entries so far:
Under OX1R antag-2, Cc1ccc(NC(=O)CN2C(=O)N/C(=C/c3ccc4c(c3)OCCO4)C2=O)cc1 reads -14
Under OX1R antag-2, O=C(Nc1cccc(OC(=O)c2cccnc2)c1)c1cccnc1 reads -2

(continued)
OX1R antag-1	OX1R antag-2	Molecule
19	-21	Cc1oc(-c2ccccc2F)nc1CS(=O)CC(=O)NCc1ccccn1 (centres undefined)
31	-18	CN(C)C(CNC(=O)c1ccc([N+](=O)[O-])cc1Cl)c1ccco1 (centres undefined)
25	-26	Cc1nn(-c2ccc(F)cc2)c2nc(N)c(C#N)c(-c3cccs3)c12
14	-21	O=C(Nc1cccnc1)Nc1ccc(Cl)cc1Cl
